High-throughput results (PubChem BioAssay)
LAP4-GFP MLPCN = alters LAP4-GFP fluorescence in TOR pathway yeast screen. S. cerevisiae LAP4-GFP multiplex, flow cytometry GFP, 3 h; median GFP as percent of DMSO wells. GFP response vs DMSO, % at 10 µM. 320,000 tested, 0.34% active;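 active = GFP response vs DMSO above a set limit, about the screen mean plus 3 SD, cut at about 150% in these data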
Efflux pump inh = antifungal efflux pump inhibition, Nile Red retention; S. cerevisiae Candida pump triplex; inhibition, % at 10 µM; AID 485275; 330,000 tested, 0.44% active;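 active = plate passing quality check with inhibition over a set limit, or well fluorescence over plate mean plus 4 SD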;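 note: Nile Red retained in pooled yeast measured as flow cytometry median fluorescence; 0% = buffer negative control and 100% = Enniatin B positive control; higher means more Nile Red kept so more efflux inhibition; some compounds called inactive have numbers as strong as hits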
RPL19A-GFP yeast = yeast TOR pathway RPL19A-GFP modulation; S. cerevisiae RPL19A-GFP strain, flow cytometry, 3 h; hits give low values; percent response vs DMSO, % at 10 µM; 330,000 tested, 0.3% active; AID 2025;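 active = percent response vs DMSO below 50%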;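 note: median channel GFP fluorescence of the barcoded RPL19A-GFP strain; ratio of sample median GFP to plate DMSO average so 100% = DMSO; lower means less RPL19A-GFP as with rapamycin TOR inhibition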
CIT2-GFP yeast = modulators of TOR pathway CIT2-GFP in S. cerevisiae | S. cerevisiae CIT2-GFP strain, flow cytometry, 3 h; 100 means same as DMSO wells | GFP response vs DMSO, % at 10 µM | 320,000 tested, 0.065% active | AID 2029;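 active = GFP response relative to DMSO above a set limit, near the screen mean plus 3 SD, cut at about 150% in these data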;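 note: ratio of well median GFP fluorescence to mean of DMSO wells on the plate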
Yeast superoxide = yeast age-related superoxide inhibition as caloric restriction mimetic; S. cerevisiae aged cells, superoxide DHE fluorescence; hits give low values; superoxide response (% of plate mean), % at 10 µM; 330,000 tested, 0.18% active;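 active = superoxide response under a set limit, about three screen SD below normal, cut at about 65% in these data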;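 note: yeast aged for seven days with compound at 30 °C before DHE staining; 100% = average MFI of all compound-treated wells on the plate with controls excluded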
AGP1-GFP MLPCN = modulators of TOR pathway AGP1-GFP in S. cerevisiae; S. cerevisiae AGP1-GFP multiplex flow cytometry, 3 h; GFP as percent of DMSO wells; GFP response vs DMSO, % at 10 µM; 320,000 tested, 0.02% active; AID 2066;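 active = GFP response relative to DMSO above a set limit, near screen average plus 3 SD, cut at about 150% in these data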;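 note: median GFP channel fluorescence of the gated AGP1 strain per well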
MEP2-GFP yeast = modulators of TOR pathway MEP2-GFP in S. cerevisiae; S. cerevisiae MEP2-GFP strain, flow cytometry GFP, 3 h; 100% = DMSO control level; GFP response vs DMSO, % at 10 µM; 330,000 tested, 0.51% active;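 active = GFP response versus DMSO above a set limit, roughly screen mean plus 3 SD, cut at about 180% in these data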;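 note: median GFP fluorescence of the barcode-gated MEP2-GFP cells per well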
AHR act = activators of human aryl hydrocarbon receptor; activation, % at 5 µM; AHR-responsive luciferase reporter cells, luminescence; AID 2796; P35869; 320,000 tested, 2.5% active; in the data active = activation above about 47%;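 note: 0% = vehicle wells and 100% = reference agonist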
Target sequence (P35869 whole entry, looked up): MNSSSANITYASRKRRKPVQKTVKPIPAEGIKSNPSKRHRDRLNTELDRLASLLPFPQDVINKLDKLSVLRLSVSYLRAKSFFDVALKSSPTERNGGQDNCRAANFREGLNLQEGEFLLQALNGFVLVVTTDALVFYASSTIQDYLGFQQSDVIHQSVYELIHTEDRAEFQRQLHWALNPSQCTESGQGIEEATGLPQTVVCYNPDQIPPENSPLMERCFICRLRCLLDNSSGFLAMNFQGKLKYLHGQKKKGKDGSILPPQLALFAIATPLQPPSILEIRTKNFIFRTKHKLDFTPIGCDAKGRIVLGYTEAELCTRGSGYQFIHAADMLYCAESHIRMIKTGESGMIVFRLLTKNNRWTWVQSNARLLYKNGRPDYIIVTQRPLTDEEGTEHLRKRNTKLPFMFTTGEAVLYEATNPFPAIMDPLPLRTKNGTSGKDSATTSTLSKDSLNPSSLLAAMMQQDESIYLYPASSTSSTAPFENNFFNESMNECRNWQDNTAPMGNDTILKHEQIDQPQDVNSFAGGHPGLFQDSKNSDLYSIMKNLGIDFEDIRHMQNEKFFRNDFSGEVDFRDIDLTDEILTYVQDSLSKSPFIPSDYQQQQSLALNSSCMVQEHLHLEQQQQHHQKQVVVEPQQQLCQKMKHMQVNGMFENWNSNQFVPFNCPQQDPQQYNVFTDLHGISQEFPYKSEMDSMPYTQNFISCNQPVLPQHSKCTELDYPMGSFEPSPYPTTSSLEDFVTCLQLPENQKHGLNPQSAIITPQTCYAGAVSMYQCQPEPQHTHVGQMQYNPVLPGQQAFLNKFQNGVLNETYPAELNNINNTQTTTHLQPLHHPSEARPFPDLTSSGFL
An asterisk follows results filed as active; . = no result given. This is a random part of the collection. About 3.9% of those tested had a hit in this group.

1: CCC1(CC)Cc2ccccc2C(=C(C#N)C#N)N1
2: c1ccc(-n2nnnc2Cc2nnnn2-c2ccccc2)cc1
3: COC(=O)c1sccc1NC(=O)CCC1CCCC1
4: Cc1cc2n(n1)C(c1sccc1C)Nc1c(C)cccc1-2 (configuration not stated)
5: COc1ccc(CCN(C)C(=O)C23CC4CC(CC(Cl)(C4)C2)C3)cc1OC
6: COc1ccc(-c2csc(-c3ccccc3)n2)c(OC)c1

assay / entry,1,2,3,4,5,6
LAP4-GFP MLPCN,97,96,109,98,98,94
Efflux pump inh,0.2,-0.1,0.0,0.1,0.5,-0.1
RPL19A-GFP yeast,99,98,105,98,100,92
CIT2-GFP yeast,93,103,102,.,98,96
Yeast superoxide,112,94,80,94,103,97
AGP1-GFP MLPCN,97,103,105,90,100,97
MEP2-GFP yeast,100,98,96,92,94,98
AHR act,-2,-1,4,18,2,37

The final 2 entries of the section above come first, to join the parts.
5: COc1ccc(CCN(C)C(=O)C23CC4CC(CC(Cl)(C4)C2)C3)cc1OC
6: COc1ccc(-c2csc(-c3ccccc3)n2)c(OC)c1
7: NC(=O)Cc1c[nH]c2cccc(O)c12
8: Cc1ccc([N+](=O)[O-])cc1S(=O)(=O)Nc1ccc(OCC(=O)N2CCOCC2)cc1
9: CCCCn1c(N)c(N(CC(C)C)C(=O)C2CC(=O)N(c3ccc(CC)cc3)C2)c(=O)[nH]c1=O (configuration not stated)
10: OC(COc1c(F)cc(Br)cc1F)CN1CCc2ccccc2C1 (configuration not stated)
11: O=C(O)CNC(=S)N(Cc1ccccc1)Cc1ccccc1F
12: COc1ccc(C2=NC(=O)/C(=C\c3cc(OC)c(OC)c(OC)c3)O2)cc1

assay / entry,5,6,7,8,9,10,11,12
LAP4-GFP MLPCN,98,94,99,76,101,94,94,98
Efflux pump inh,0.5,-0.1,0.0,0.0,-0.1,0.4,0.0,0.0
RPL19A-GFP yeast,100,92,97,104,91,105,92,101
CIT2-GFP yeast,98,96,101,.,92,108,95,106
Yeast superoxide,103,97,97,103,104,106,99,72
AGP1-GFP MLPCN,100,97,104,98,98,99,91,101
MEP2-GFP yeast,94,98,97,94,104,111,92,105
AHR act,2,37,6,1,3,1,2,3

13: COc1ccccc1C1(CCNS(=O)(=O)c2ccc(C)cc2)CCOC(C(C)C)C1 (configuration not stated)
14: CCCCc1nnc(NC(=O)CSc2nc(=O)cc(N)n2-c2ccccc2)s1
15: O=C(CSc1nncs1)NCCNC(=O)CSc1nncs1
16: Nc1cc(=O)[nH]c(SCC(=O)Nc2cc(S(=O)(=O)N3CCCCCC3)ccc2Cl)n1
17: C=CCn1c(SCC(N)=O)nc2nc3c(cc2c1=O)COC(C)(C)C3
18: O=C1NCCOC(=O)[C@H](Cc2ccc(F)cc2)C/C=C\C[C@@H]1CC(=O)N(CCO)Cc1ccccc1

assay / entry,13,14,15,16,17,18
LAP4-GFP MLPCN,95,102,102,105,104,84
Efflux pump inh,0.2,0.0,0.0,-0.2,-0.1,-0.3
RPL19A-GFP yeast,97,96,96,100,100,96
CIT2-GFP yeast,95,95,97,98,106,92
Yeast superoxide,121,100,96,82,92,83
AGP1-GFP MLPCN,94,98,108,100,100,100
MEP2-GFP yeast,98,99,101,104,104,94
AHR act,1,-1,3,1,38,1

19: Cc1ccc(N2CC(C(=O)Nc3ccc4c(c3)OCCO4)CC2=O)cc1 (configuration not stated)
20: CCOC(=O)n1c(=O)n(Cc2ccc(OC)cc2)c2ccccc21
21: O=C(c1cc(-c2ccc(Cl)cc2)on1)N1CCN(c2ccccc2)CC1
22: Cn1c(-c2ccccc2Br)n[nH]c1=S
23: CC(C)C(=O)N1CCC2(CC1)Oc1ccc(F)cc1C(=O)C21CC(c2ccc(Cl)cc2)=NO1 (configuration not stated)
24: Cc1ccc(CCNS(=O)(=O)c2ccc(C)cc2)cc1

assay / entry,19,20,21,22,23,24
LAP4-GFP MLPCN,95,96,96,90,99,116
Efflux pump inh,-0.2,-0.1,-0.2,-0.1,36*,-0.1
RPL19A-GFP yeast,99,98,95,90,97,96
CIT2-GFP yeast,101,102,102,88,85,84
Yeast superoxide,118,87,95,93,98,114
AGP1-GFP MLPCN,103,98,99,93,96,106
MEP2-GFP yeast,102,103,97,98,94,100
AHR act,-1,1,-2,-1,-2,-2

25: CC(C)CCc1noc(CN(C)CCC2CCOCC2)n1
26: CCOc1ccccc1C(=O)NCC(=O)NCC(C)(C)N1CCOCC1
27: N#CCCn1c(Cl)nc2ccccc21
28: CCCOc1ccccc1OCC(=O)N1CCN(S(=O)(=O)c2ccc(Cl)cc2)CC1
29: Cc1cc(=O)n2cc(-c3ccccc3)nc2[nH]1
30: CCOC(=O)C1(CCOc2ccccc2)CCN(Cc2cccc3nonc23)CC1

assay / entry,25,26,27,28,29,30
LAP4-GFP MLPCN,98,92,87,110,110,105
Efflux pump inh,0.1,0.1,0.0,-0.1,0.0,0.0
RPL19A-GFP yeast,92,92,94,105,100,119
CIT2-GFP yeast,98,103,100,107,110,111
Yeast superoxide,99,79,81,103,79,82
AGP1-GFP MLPCN,100,96,92,106,103,121
MEP2-GFP yeast,94,93,96,103,107,114
AHR act,2,0,0,2,6,1

31: Cc1cc(C)cc(OCCCCCNCCO)c1
32: O=C(O)c1ccccc1/C=N/NC(=S)NC1CCCCC1
33: CCOC(=O)CSc1nnc([C@@H](NC(=O)OC(C)(C)C)C(C)C)o1
34: CCC1=Nc2ccccc2-c2nnc(SC)nc2O1
35: Cn1c(=O)c2sccc2n2c(CCCC(=O)NCc3cccnc3)nnc12
36: CCCc1nc2oc(C(=O)OCC)c(N)c2c2c1COC(C)(C)C2

assay / entry,31,32,33,34,35,36
LAP4-GFP MLPCN,97,110,106,93,89,101
Efflux pump inh,0.0,0.0,0.1,-0.1,0.6,0.1
RPL19A-GFP yeast,98,107,97,98,98,98
CIT2-GFP yeast,96,101,94,113,101,102
Yeast superoxide,93,86,101,99,94,95
AGP1-GFP MLPCN,101,103,94,.,95,97
MEP2-GFP yeast,103,103,105,88,99,101
AHR act,-1,-2,5,44,0,0

37: Cn1cc(CNCCN2CCCCC2=O)c(-c2cccc(Cl)c2)n1
38: CCN(CC)S(=O)(=O)c1cccc(C(=O)N/N=C(\C)c2ccc(O)cc2O)c1
39: O=C(CCCSc1nc2ccccc2[nH]1)N1CCN(c2ccccc2)CC1
40: c1ccc(-c2nnc3sc(Cc4cccs4)nn23)cc1
41: Cc1ccc(N(CC(=O)N2CCN(c3ccc(F)cc3)CC2)S(=O)(=O)c2c(C)noc2C)cc1
42: CC1(C)CC(=O)c2sc(NC(=O)CN3CCOCC3)nc2C1

assay / entry,37,38,39,40,41,42
LAP4-GFP MLPCN,107,101,106,100,115,99
Efflux pump inh,0.6,0.0,0.3,0.3,-0.2,0.0
RPL19A-GFP yeast,100,92,106,103,97,101
CIT2-GFP yeast,92,89,97,.,95,112
Yeast superoxide,99,90,126,104,108,88
AGP1-GFP MLPCN,99,97,99,92,104,105
MEP2-GFP yeast,98,103,104,94,95,104
AHR act,1,2,24,24,4,-2

43: COc1cc(S(=O)(=O)n2cnc3ccccc32)ccc1Br
44: O=C(Nc1ccccc1-c1nnc(SCc2ccccc2Cl)o1)c1ccccc1
45: COc1ccc(C(C)=O)cc1Cn1nc(C)c([N+](=O)[O-])c1C
46: Cc1ccc(C(=O)Nc2nnc(-c3ccncc3)o2)cc1
47: CC1CCN(C(=O)COC(=O)CCc2c[nH]c3ccccc23)CC1
48: CS(=O)(=O)N(CC(=O)NC1CCCCC1)c1cccc(Cl)c1

assay / entry,43,44,45,46,47,48
LAP4-GFP MLPCN,83,93,117,93,93,96
Efflux pump inh,0.0,0.2,-0.2,-0.1,-0.1,-0.1
RPL19A-GFP yeast,90,102,99,97,93,103
CIT2-GFP yeast,99,.,103,99,92,94
Yeast superoxide,99,99,98,98,103,105
AGP1-GFP MLPCN,89,102,103,98,89,102
MEP2-GFP yeast,94,101,98,97,94,92
AHR act,-1,4,0,9,3,1

Record cards (already shown):
`CS(=O)(=O)N(CC(=O)NC1CCCCC1)c1cccc(Cl)c1` is listed as LAP4-GFP MLPCN = 96; Efflux pump inh = -0.1; RPL19A-GFP yeast = 103; CIT2-GFP yeast = 94; Yeast superoxide = 105; AGP1-GFP MLPCN = 102; MEP2-GFP yeast = 92; AHR act = 1
`COc1cc(S(=O)(=O)n2cnc3ccccc32)ccc1Br` is listed as LAP4-GFP MLPCN = 83; Efflux pump inh = 0.0; RPL19A-GFP yeast = 90; CIT2-GFP yeast = 99; Yeast superoxide = 99; AGP1-GFP MLPCN = 89; MEP2-GFP yeast = 94; AHR act = -1
`CC1CCN(C(=O)COC(=O)CCc2c[nH]c3ccccc23)CC1` is listed as LAP4-GFP MLPCN = 93; Efflux pump inh = -0.1; RPL19A-GFP yeast = 93; CIT2-GFP yeast = 92; Yeast superoxide = 103; AGP1-GFP MLPCN = 89; MEP2-GFP yeast = 94; AHR act = 3

(more compounds)
49: CCOC(=O)N1CCN(Cc2nc3cc(NC(=O)c4ccco4)ccc3n2C)CC1
50: COc1cc(C=O)cc(Cl)c1OC(=O)N1CCOCC1
51: COC(=O)c1ccc(C2/C(=C(\O)c3ccc(OC)c(C)c3)C(=O)C(=O)N2c2cc(C)on2)cc1 (configuration not stated)
52: COCCNC(=O)c1cc(-c2cccc(OC)c2)on1
53: CCCC1=C(C(=O)OCC)C(c2cc(Cl)cc(OC)c2OCC(=O)OCC)NC(=O)N1 (configuration not stated)
54: CN(C)CCN(C(=O)c1ccc2c(c1)OCCO2)c1nc2c(Cl)cccc2s1
55: CCCCN(C(=O)CCC(=O)Nc1cc(C)on1)C(C(=O)NC1CCCC1)c1cccc(OC)c1 (configuration not stated)
56: CCn1nccc1C(=O)Nc1cc(Cl)ccc1Cl

assay / entry,49,50,51,52,53,54,55,56
LAP4-GFP MLPCN,101,90,100,104,106,90,99,89
Efflux pump inh,0.4,0.0,0.0,-0.1,0.2,-0.1,0.3,0.1
RPL19A-GFP yeast,99,102,102,100,102,104,98,91
CIT2-GFP yeast,114,104,87,103,95,102,98,86
Yeast superoxide,128,116,114,129,99,84,90,105
AGP1-GFP MLPCN,104,91,95,80,104,102,97,.
MEP2-GFP yeast,106,111,97,116,98,91,109,90
AHR act,6,1,4,-1,-1,0,1,-5
